RGS7-Gao – RGS7-Galphao binding modulators, primary screen, biochemical, multiplexed bead flow cytometry | Guanine nucleotide-binding protein G(o) subunit alpha (Homo sapiens), P09471 | actives lie on both sides | binding response (% of control), % at 10 µM | actives 0.35% (n = 220,000) | AID 1439, 2008; in the data active = binding response below about 49% or above about 150%; inconclusive = no clear call, values can overlap the other calls; inactive = in between;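 note: fluorescent Galphao held in activated GDP-AlF4 state binding bead-coupled RGS7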
Target sequence (P09471 whole entry, looked up): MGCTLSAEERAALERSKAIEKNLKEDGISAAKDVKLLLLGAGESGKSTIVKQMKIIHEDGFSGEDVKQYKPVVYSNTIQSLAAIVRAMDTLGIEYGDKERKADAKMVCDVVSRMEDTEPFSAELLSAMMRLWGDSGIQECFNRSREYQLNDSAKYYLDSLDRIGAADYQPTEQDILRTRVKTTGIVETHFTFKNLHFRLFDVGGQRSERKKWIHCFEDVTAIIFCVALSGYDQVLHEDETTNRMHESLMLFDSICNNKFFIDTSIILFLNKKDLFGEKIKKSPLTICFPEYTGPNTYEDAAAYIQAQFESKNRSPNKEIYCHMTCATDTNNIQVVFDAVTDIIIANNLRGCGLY
Bim-Bcl-B – inhibitors of Bim-Bcl-B binding, primary screen, biochemical, multiplexed, human Bcl-2 family; actives 0.073% (n = 190,000); Bcl-2-like protein 10 (Homo sapiens), Q9HD36; inhibition, % at 10 µM; AID 951, 2007; bead-based flow cytometry, Bim peptide-Bcl-B binding;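 note: 0% = tracer peptide without compound and 100% = reference inhibitor peptide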
RGS8-Gao reg – RGS8-Galphao binding modulators, primary screen, biochemical, multiplexed bead flow cytometry; response (percent of control binding), % at 10 µM; actives 0.34% (n = 220,000); AID 1423, 2008; actives lie on both sides; in the data active = response below about 60% or above about 140%; inactive = in between;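 note: Galphao activated as the GDP aluminium fluoride complex binding bead-coupled RGS8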
Bfl-1 Bim block – inhibitors of Bim binding to Bfl-1, primary screen, biochemical, multiplexed, bead-based flow cytometry; Bim-Bfl-1 binding inhibition; inhibition, % at 10 µM; actives 0.12% (n = 190,000); AID 1008, 2008;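 note: 0% = wells without compound plus tracer and 100% = blocker peptide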
RGS4-Gao reg – modulators of RGS4 binding to Galphao, primary screen, biochemical, multiplexed bead flow cytometry | binding response (% of control), % at 10 µM | actives 0.33% (n = 220,000) | actives lie on both sides | Guanine nucleotide-binding protein G(o) subunit alpha (Homo sapiens), P09471; in the data active = binding response below about 49% or above about 150%; inactive = in between;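 note: fluorescent Galphao activated with aluminum fluoride binding bead-coupled RGS4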
Mcl-1 Bim block – inhibitors of Bim peptide binding to Mcl-1, primary screen, biochemical, bead-based flow cytometry, multiplex; Induced myeloid leukemia cell differentiation protein Mcl-1 (Homo sapiens), Q07820; Bim peptide-Mcl-1 binding; inhibition, % at 10 µM; actives 0.1% (n = 190,000); AID 1009, 2008;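 note: 0% = no compound tracer wells and 100% = peptide blocker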
Target sequence (Q07820 whole entry, looked up): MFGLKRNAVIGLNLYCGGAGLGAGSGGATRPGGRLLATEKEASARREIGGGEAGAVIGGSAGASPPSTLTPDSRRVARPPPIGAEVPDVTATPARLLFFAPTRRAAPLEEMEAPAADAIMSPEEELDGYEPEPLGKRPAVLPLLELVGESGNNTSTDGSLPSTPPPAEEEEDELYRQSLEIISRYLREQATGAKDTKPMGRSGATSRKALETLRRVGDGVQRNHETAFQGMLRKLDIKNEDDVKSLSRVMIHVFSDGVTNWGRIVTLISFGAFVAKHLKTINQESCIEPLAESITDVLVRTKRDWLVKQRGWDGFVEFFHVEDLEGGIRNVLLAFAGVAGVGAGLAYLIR
ABCB1 inh – ABCB1 efflux pump inhibitors, primary screen, cell-based, multiplex, flow cytometry, ABCG2 counter-screen; actives 0.067% (n = 190,000); CCRF-Adr cells, JC-1 efflux; inhibition, % at 6.6 µM; AID 1326, 2008; in the data active = inhibition above about 40%;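 note: 0% = vehicle and 100% = reference inhibitor; higher value means more JC-1 retained so stronger ABCB1 efflux block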
ABCG2 inh – ABCG2 efflux pump inhibitors, primary screen, multiplex with ABCB1, IgMXP3 cells, flow cytometry. AID 1325, 2008. JC-1 efflux. actives 0.1% (n = 190,000). inhibition, % at 6.6 µM. Broad substrate specificity ATP-binding cassette transporter ABCG2 (Homo sapiens), Q9UNQ0;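 active = inhibition above 80%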;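 note: 0% = DMSO and 100% = nicardipine control wells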
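test system = two drug-resistant human cell lines, ABCG2 and ABCB1 | amount = 3 million cells/mL final, two lines in 1:1 ratio | reagent = JC-1 transporter substrate | doses = one concentration, 6.6 µM final | incubation = 10 min at 25 °C | signal = flow cytometric JC-1 green MFI at 530 nm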
Bim-Bcl-XL – inhibitors of Bim-Bcl-XL binding, primary screen, biochemical, multiplexed, bead flow cytometry, human Bcl-XL. AID 1007, 2008. actives 0.04% (n = 190,000). inhibition, % at 10 µM. Bim peptide-Bcl-XL binding, fluorescence. Bcl-2-like protein 1 (Homo sapiens), Q07817
Bim-Bcl-W – inhibitors of Bim binding to Bcl-W, primary screen, biochemical, multiplexed, bead-based flow cytometry; Bcl-2-like protein 2 (Homo sapiens), Q92843; Bim peptide-Bcl-W binding; inhibition, % at 10 µM; actives 0.02% (n = 190,000); AID 952, 2007;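 note: 0% = bound tracer without compound and 100% = peptide blocker; higher means less fluorescent Bim peptide bound to Bcl-W beads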
Target sequence (Q92843 whole entry, looked up): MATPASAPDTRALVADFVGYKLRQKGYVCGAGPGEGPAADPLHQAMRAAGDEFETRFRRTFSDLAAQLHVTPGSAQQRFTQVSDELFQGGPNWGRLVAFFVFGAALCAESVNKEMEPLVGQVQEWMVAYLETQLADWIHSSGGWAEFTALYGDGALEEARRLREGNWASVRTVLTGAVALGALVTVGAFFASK
Bim-Bcl-2 – inhibitors of Bim-Bcl-2 binding, primary screen, biochemical, multiplexed, human Bcl-2 family; Apoptosis regulator Bcl-2 (Homo sapiens), P10415; inhibition, % at 10 µM; actives 0.06% (n = 190,000); Bead-based flow cytometry, Bim peptide-Bcl-2 binding; in the data active = inhibition above about 40%; inconclusive = no clear call, values can overlap the other calls;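 note: 0% = no compound wells with probe peptide and 100% = reference peptide inhibitor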
An asterisk follows results filed as active; ? = inconclusive; . = not tested or not shown; [ ] = remark or other dose. Cut-off read from the data, not from the text of the source, unless noted: active = inhibition above about 40%. Random draw from the library; 0.94% or so of the library scored in one or more.

SMILES	RGS7-Gao	Bim-Bcl-B	RGS8-Gao reg	Bfl-1 Bim block	RGS4-Gao reg	Mcl-1 Bim block	ABCB1 inh	ABCG2 inh	Bim-Bcl-XL	Bim-Bcl-W	Bim-Bcl-2
N#Cc1ccccc1/C=N/Nc1nc(-c2ccccc2)c2cc(Cl)ccc2n1	92	7	95	11	95	5	0.7	4	5	4	9
CCS(=O)(=O)N1CCN(c2ccc([N+](=O)[O-])c(NCc3ccccc3)c2)CC1	103	-4	108	0	108	-3	0.4	2	-5	-3	0
Cc1oc2ccc(OC(=O)COc3c(F)c(F)c(F)c(F)c3F)cc2c1C(=O)OC(C)C	106	-3	103	0	104	0	0.1	22	-3	0	-1
NC(=S)Cc1nc2n(n1)Cc1ccccc1-2	104	-1	101	-2	109	-1	-0.2	0	0	0	-2
COCCCN1C(=O)c2ccccc2C1C(=O)NC1CCCCCC1 (stereo unspecified)	103	-7	104	-13	103	4	.	.	0	2	0
Cc1ccc(S(=O)(=O)N2CCN(CC(=O)N/N=C/c3ccc(Br)s3)CC2)cc1	97	-12	100	-15	97	0	0.3	0	-6	-6	-8
COC(=O)CSc1nc2cc3c(cc2cc1C#N)OCO3	99	-7	99	0	98	-4	0.4	2	-5	-5	-3
CCOC(=O)c1sc2ncnc(NCc3ccco3)c2c1C	98	-11	101	-16	101	-3	-0.2	46	-6	0	-11
CCOCC(=O)Nc1cc(Cl)c(OC)cc1OC	104	0	98	-1	104	0	-0.1	3	0	2	-1
CCOC(=O)C1=C(CC)Nc2ccccc2N=C1NC(=O)c1ccc(S(=O)(=O)N(C)C)cc1	104	-10	101	-16	103	0	0.8	4	-14	0	-11
Cc1c(Cc2ccccc2)sc(N)c1C(N)=O	121	-25	92	19	101	-4	0.0	-1	-4	0	-3
CC(C)n1c(=NC(=O)c2ccco2)c(C#N)cc2c(=O)n3ccccc3cc21	99	-12	101	-13	102	-4	0.9	31	-6	-1	-11
CCCCOC(=O)c1[nH]c2c(c1C)C(=O)CC(c1cc(OC)c(OC)c(OC)c1)C2 (stereo unspecified)	101	-9	103	-7	102	-6	9.9	19	-12	-4	-7
O=C(O)c1ccc2c3c(cccc13)C(=O)N(c1cccc3ccccc13)C2=O	102	-8	98	-9	102	-5	-0.2	0	-7	-4	-2
COc1ccc(C2C(C(C)=O)=C(C)N=c3s/c(=C\c4cc(C)n(C)c4C)c(=O)n32)c(OC)c1 (stereo unspecified)	104	0	100	10	103	1	1.6	4	0	9	3
O=C1CC(N2CCCCCC2)C(=O)N1c1ccc(F)cc1 (stereo unspecified)	97	-3	100	-5	98	3	0.7	1	-2	-2	0
O=C(Cn1c(NCCO)nc2ccccc21)c1cccs1	106	-5	108	-8	105	0	-0.1	0	-6	0	0
CCCn1c(N)nc2ccccc21	115	-5	144*[activator]	-2	115	0	0.0	-1	-3	-1	3
COc1ccc(NC(=O)c2cc3nc(-c4ccccc4)cc(-c4ccccc4)n3n2)c(OC)c1	92	-10	93	-16	90	-2	0.6	9	0	-1	-8
CCn1cc(CNC(=O)CCc2ccc(OC)cc2)cn1	107	-7	104	-4	106	-2	0.5	1	-7	-3	-7
Cc1cc(C)nc(N/N=C/c2ccccc2OCc2ccccc2)n1	100	0	97	9	102	3	0.9	18	4	2	7
COc1ccc(N(C)S(=O)(=O)c2cccc(C(=O)Nc3ccc4c(c3)OCCO4)c2)cc1	107	-5	111	-9	105	2	0.9	8	0	0	-6
O=C(NCCOCc1ccccc1)C(c1ccccc1)c1ccccc1	100	0	101	-1	97	15	1.6	9	-4	-8	-1
Cc1noc(C)c1CSc1nnc(-c2cccnc2)n1C1CCCCC1C (stereo unspecified)	97	-11	103	-7	99	-2	1.3	2	-10	0	-12
COC(=O)c1ccc(NC(=O)CSc2nc(C)cc(=O)[nH]2)cc1	101	0	103	-3	97	-2	0.3	0	-1	-1	-4

Printed as active in RGS8-Gao reg, of those listed so far:
Molecule | RGS7-Gao | Bim-Bcl-B | RGS8-Gao reg | Bfl-1 Bim block | RGS4-Gao reg | Mcl-1 Bim block | ABCG2 inh | Bim-Bcl-XL | Bim-Bcl-W
CCCn1c(N)nc2ccccc21 | 115 | -5 | 144*[activator] | -2 | 115 | 0 | -1 | -3 | -1

Next part:
SMILES	RGS7-Gao	Bim-Bcl-B	RGS8-Gao reg	Bfl-1 Bim block	RGS4-Gao reg	Mcl-1 Bim block	ABCB1 inh	ABCG2 inh	Bim-Bcl-XL	Bim-Bcl-W	Bim-Bcl-2
O=C(Nc1cccc(S(=O)(=O)N2CCCCC2)c1)c1ccccc1NS(=O)(=O)c1ccc(F)cc1	99	-9	100	-17	98	-8	-0.1	4	-13	-9	-8
CNCC(=O)Nc1ccc(OC(F)(F)F)cc1	101	-6	100	-6	101	0	1.1	3	-6	-1	0
CCS(=O)(=O)Nc1cccc(C2=NN(S(=O)(=O)c3ccc(C)cc3)C(c3cccs3)C2)c1 (stereo unspecified)	99	-9	103	-5	101	-8	0.8	0	-7	-2	-9
CS(=O)(=O)c1ccc2nc(NC(=O)c3ccc(S(=O)(=O)NCC4CCCO4)cc3)sc2c1 (stereo unspecified)	102	1	99	-1	103	-1	-0.4	-1	-2	0	0
N#CCC(CNc1ncc(C(F)(F)F)cc1Cl)OC(=O)c1cccc(C(F)(F)F)c1 (stereo unspecified)	104	-1	106	-1	105	-2	1.2	5	-2	-3	-5
CC(NC(c1ccccc1)c1ccccc1)C(=O)N1CCCc2ccccc21 (stereo unspecified)	101	-3	101	-2	100	0	2.2	11	0	2	0
CCn1c(SCC(=O)n2c(C)c(C)c3ccccc32)nnc1-c1ccco1	98	-8	99	-8	101	-6	2.4	39	-6	-1	-6
O=C(c1ccc(CNS(=O)(=O)c2cccc(C(F)(F)F)c2)cc1)N1CCOCC1	97	-5	101	-3	101	0	0.8	1	-5	-2	-2
COc1cc(S(=O)(=O)Nc2ccc(C)cc2)ccc1N=Cc1c(C)[nH]n(-c2ccc(C)cc2)c1=O	91	-2	92	-13	94	0	-0.4	-3	-3	-2	-4
O=C(NC1CCCCC1)C(c1cccs1)N(C(=O)Cc1c[nH]c2ccccc12)c1ccc(F)cc1 (stereo unspecified)	102	-5	103	-17	102	-2	4.2	18	-3	5	-6
Cc1ccc(SCC(=O)Nc2ccc(N3CCN(c4ccccc4)CC3)c(F)c2)cc1	99	0	99	-2	98	-1	0.4	4	1	-1	-1
CSc1nsc(SCC(=O)NC2CCCCC2)n1	105	-9	105	-11	106	-2	1.4	25	-3	0	-9
COc1ccccc1CNC(=O)COC(=O)CCC(=O)c1cccs1	104	-1	107	-6	105	0	0.3	1	0	-2	-3
COc1ccc(C(=O)NCCCc2nc3ccccc3n2Cc2cc(C)ccc2C)cc1OC	98	0	99	0	97	2	8.5	8	0	0	1
COc1ccccc1NC(=O)c1c(C)cc(=O)oc1C	105	0	103	0	102	1	-0.3	0	-1	0	5
CCSc1ncc(/C=N/Nc2ccc(Cl)cc2)n1C	97	-7	86	-14	95	-2	-0.7	3	-4	-1	-4
CNS(=O)(=O)c1cccc(C(=O)OCC(=O)N2c3ccccc3CC2C)c1 (stereo unspecified)	102	-5	102	-14	101	0	0.2	1	0	3	-9
CC(CC(=O)Nc1ccc(Cl)c([N+](=O)[O-])c1)c1ccccc1 (stereo unspecified)	102	2	99	0	103	0	0.6	4	0	0	2
CCn1c(SCC(=O)Nc2nc(-c3ccc(C)cc3)cs2)nnc1-c1ccccc1	93	2	95	-1	91	-1	1.1	7	1	0	-1
CCN1C(=O)/C(=C\C=C2/C=CC=CN2CC)SC1=S	99	-6	98	21	99	-5	0.0	-1	0	3	7
COc1ccc(F)cc1S(=O)(=O)n1nnc2ccccc21	104	-4	106	-7	100	1	-0.3	-1	-1	-6	-5
Cc1ccc(NC(=O)C2CCCN2C(=O)NC2CCCCC2)c(C)c1 (stereo unspecified)	100	11	99	8	98	16	0.2	-1	0	5	13
CCOC(=O)N1CCC(NC(=O)CCC(=O)N2CC(C)Oc3ccc(C)cc32)CC1 (stereo unspecified)	103	-7	108	-6	115	0	1.4	9	0	1	-1
CCOc1cc(/C=C(\C#N)C(N)=O)ccc1OCc1c(C)no[n+]1[O-]	98	-4	100	-4	97	0	0.3	3	-1	1	0
C[C@@H](NC(=O)c1nc[nH]c1C(=O)N[C@@H](Cc1ccccc1)C(=O)OCc1ccccc1)c1ccccc1	110	-5	108	-3	114	2	1.6	12	-3	1	-5
Next part
SMILES	RGS7-Gao	Bim-Bcl-B	RGS8-Gao reg	Bfl-1 Bim block	RGS4-Gao reg	Mcl-1 Bim block	ABCB1 inh	ABCG2 inh	Bim-Bcl-XL	Bim-Bcl-W	Bim-Bcl-2
CC(C)c1cc(N2CCN(C(=O)c3ccco3)CC2)n2c(nc3ccccc32)c1C#N	106	0	113	0	107	2	5.3	3	5	-2	-1
CCN(Cc1ccncc1)C(=O)CCc1nnc(CCc2ccccc2OC)o1	97	0	99	-3	99	0	0.8	2	0	0	0
CS(=O)(=O)c1nc(-c2ccco2)cc(C(F)(F)F)n1	105	-6	98	0	103	4	0.5	3	-3	0	2
COc1ccc(C/C(N)=N/O)cc1	100	-1	101	1	101	0	0.6	0	-3	-1	2
CCOC(=O)c1cnc2c(cnn2C)c1NCc1ccc(OC)cc1	?	-4	100	0	101	0	4.0	16	-2	-2	0
N#CCCS(=O)(=O)c1ccc(N)cc1	118	-9	113	-11	118	-7	0.1	5	-6	-7	-6
COc1ccc(-c2nc(CS(=O)CC(=O)NCc3ccccn3)c(C)o2)cc1 (stereo unspecified)	97	-6	97	-12	97	-2	1.0	13	-7	-4	-4
CN1CCN(CCCNC(=O)C2CCN(c3nnc(-n4cccc4)s3)CC2)CC1	99	-2	101	-2	99	-2	0.1	0	-1	-1	-1
O=C(CSc1nc2ncccc2[nH]1)c1cccc([N+](=O)[O-])c1	105	-14	100	-7	104	-3	0.2	1	-11	-6	-5
COCCNC(=O)CSc1nc2ccccc2c(=O)n1-c1cccc(OC)c1	94	-1	95	0	93	1	-0.2	0	-3	-2	1

High-throughput results: PubChem, NMMLSC
